# DUSP3 inh: VHR1 phosphatase inhibitors, primary screen, biochemical, colorimetric, HTS | inhibition, % at 20 µM | 50,000 tested, 0.7% active | recombinant VHR phosphatase, colorimetric substrate read-out | Dual specificity protein phosphatase 3 (Homo sapiens), P51452; in the data active means inhibition above about 60%; further: some results filed as inactive read as strong as hits
# Target sequence (P51452 whole entry, looked up): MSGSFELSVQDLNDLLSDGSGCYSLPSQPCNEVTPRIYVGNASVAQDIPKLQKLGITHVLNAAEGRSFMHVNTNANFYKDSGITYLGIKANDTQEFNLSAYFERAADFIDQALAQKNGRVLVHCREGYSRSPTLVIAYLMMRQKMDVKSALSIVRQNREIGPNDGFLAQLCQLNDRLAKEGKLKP
# * hit, by the source's call. Only part of the results is shown, so the mix of outcomes need not match the whole.
structure | DUSP3 inh
Cc1cccc(NC(=O)c2sc3ccccc3c2Cl)c1C | -9
Fc1cccc(-c2nnc3ccc(C(F)(F)F)cn23)c1 | 56
O=C(Nc1cccnc1)c1cccc(C(=O)Nc2cccnc2)c1 | 18
O=C(Nc1ccc2oc(-c3ccc(Cl)cc3Cl)nc2c1)c1ccc(Br)o1 | 4
C/C(=N\NC(=O)c1cc(-c2ccccc2)n[nH]1)c1ccc([N+](=O)[O-])cc1 | -3
COc1ccccc1N1CCN(C(=O)CN(c2ccc(C)cc2)S(=O)(=O)c2ccc(F)cc2)CC1 | 33
COc1ccc(/C=C(\NC(=O)c2ccc(Cl)cc2)C(=O)NCCCN2CCOCC2)cc1OC | -10
COc1cc(/C=C2\Sc3ccccc3C2=O)cc(OC)c1O | 11
c1ccc(-c2cn3c4c(sc3n2)CCCC4)cc1 | -17
COC(=O)CCN1C(=O)/C(=C\C=C\c2ccccc2)SC1=S | -6
C=CCn1c(CCCO)nc2ccccc21 | -5
O=C(COc1ccccc1)N1CCN(c2ccccn2)CC1 | 7
CCCC(=O)Nc1ccc(NC(=O)c2ccc(OC)c(Br)c2)cc1 | -15
COc1ccc(C(=O)NC(OCc2ccccc2)C(Cl)(Cl)Cl)cc1OC (centres undefined) | -2
COCCCNC(=O)COc1cccc2ccccc12 | -8
O=C(NCC1(c2ccccc2)CCOCC1)c1cccc(Br)c1 | -24
N/C(=N\OC(=O)c1ccc(Br)cc1)c1cccc([N+](=O)[O-])c1 | -19
Cc1cc(C)c2sc(NC(=O)c3cccc(Cl)c3)nc2c1 | 2
Cc1ccc(NC(=O)c2cccc3ccccc23)c([N+](=O)[O-])c1 | 39
O=C(c1ccccc1[N+](=O)[O-])N(Cc1ccccc1)Cc1ccccc1 | -20
COc1ccc(OC)c(C2NC(=O)NC(C)=C2C(=O)Nc2ccc(C)c(Cl)c2)c1 (centres undefined) | 3
COc1cccc(NC(=O)c2cc3ccccc3cc2OC)c1 | 97
CC(=O)OC1(C(=O)O)C2CC3CC(C2)CC1C3 (centres undefined) | 4
C/C(=N\NC(=O)c1cc(C2CC2)[nH]n1)c1cccc([N+](=O)[O-])c1 | -2
O=C(/C=C/c1cccc([N+](=O)[O-])c1)Nc1ccc(-c2nc3ccccc3o2)cc1 | 26
O=c1oc2cc(OCc3ccc(Cl)cc3Cl)ccc2c2c1CCC2 | 8
NN1C(=O)/C(=C\c2ccc([N+](=O)[O-])cc2)SC1=S | -15
COCCN1C(=O)/C(=C/c2ccccc2)SC1=S | -6
N#C/C(=C/c1ccsc1)C(=O)Nc1cccc(Br)c1 | -4
CCOc1ccc(-c2cc(C(=O)N/N=C/C=C/c3ccccc3)[nH]n2)cc1 | -15
CC(C)CCOC(=O)c1ccc2c3c(onc13)-c1ccccc1C2=O | -16
CCOc1ccc(C(=O)Nc2ccc3oc(-c4cccc(C)c4)nc3c2)cc1 | -13
COc1ccc(/C=N/N=C(\N)c2nonc2N)c(OC)c1 | -6
Cc1sc(NC(=O)Cc2ccccc2)nc1-c1ccccc1 | -2
CC(=O)c1cccc(NC(=O)c2ccccc2C)c1 | -26
O=C1S/C(=C/c2ccccc2F)C(=O)N1CNc1ccccc1Br | -39
Cc1ccc(C)n1-c1ccc(C(=O)O)c(O)c1 | 97*
COc1ccc(NC(=O)COc2cccc(C)c2C)cc1 | -11
Cc1ccc(NC(=O)CC2CS(=O)(=O)CC2CC(=O)Nc2ccc(C)c(C)c2)cc1C (centres undefined) | -14
O=C(Cn1nnc(-c2ccc(F)cc2)n1)N/N=C/c1ccc(-c2ccc3c(c2)COC3=O)o1 | 39

# In the list so far, nine have an aryl methoxy group:
structure | DUSP3 inh
COc1ccccc1N1CCN(C(=O)CN(c2ccc(C)cc2)S(=O)(=O)c2ccc(F)cc2)CC1 | 33
COc1ccc(/C=C(\NC(=O)c2ccc(Cl)cc2)C(=O)NCCCN2CCOCC2)cc1OC | -10
COc1cc(/C=C2\Sc3ccccc3C2=O)cc(OC)c1O | 11
CCCC(=O)Nc1ccc(NC(=O)c2ccc(OC)c(Br)c2)cc1 | -15
COc1ccc(C(=O)NC(OCc2ccccc2)C(Cl)(Cl)Cl)cc1OC (centres undefined) | -2
COc1ccc(OC)c(C2NC(=O)NC(C)=C2C(=O)Nc2ccc(C)c(Cl)c2)c1 (centres undefined) | 3
COc1cccc(NC(=O)c2cc3ccccc3cc2OC)c1 | 97
COc1ccc(/C=N/N=C(\N)c2nonc2N)c(OC)c1 | -6
COc1ccc(NC(=O)COc2cccc(C)c2C)cc1 | -11

# The listing continues:
structure | DUSP3 inh
O=C(CCOc1ccccc1)Nc1cccc([N+](=O)[O-])c1 | 10
COc1ccc(OC)c(NC2=C(Cl)C(=O)N(c3ccc(Br)cc3)C2=O)c1 | -7
CCOc1ccc(-c2nn(-c3ccccc3)cc2C2C(C(=O)OC)=C(C)NC(C)=C2C(=O)OC)cc1[N+](=O)[O-] | 16
O=C(CSc1n[nH]c(-c2ccccc2)n1)c1ccc(Cl)cc1 | -12
O=C1c2ccc([N+](=O)[O-])cc2C(=O)N1c1nccs1 | 1
Cc1cc(C)c(NC(=O)CC#N)c(C)c1 | -23
C/C(=N/NC(=O)COc1cccc(Cl)c1)c1ccccc1O | -12
O=S(=O)(c1cccc2cccnc12)N1CCN(c2ccccc2)CC1 | 6
COc1ccc(CCNCc2cccc(Cl)c2)cc1 | 8
CCN(CC)C(=O)c1ccccc1NC(=O)c1ccccc1F | -5
CN(C(=O)c1cccs1)c1ccccc1 | -7
CC(=O)Cc1cc(O)c2ccccc2c1OC(=O)c1ccc(C)cc1 | -2
O=C(O)C1C2CCC(C2)C1C(=O)Nc1nc(-c2ccc(Cl)cc2Cl)cs1 (centres undefined) | -20
CC1=CC(C)(C)Nc2ccc(OC(=O)c3ccccc3Br)cc21 | -21
O=c1c2cc3c(=O)n(Cc4ccco4)c(=O)c3cc2c(=O)n1Cc1ccco1 | -10
O=C(NCc1ccncc1)C(O)(c1ccccc1)c1ccccc1 | -1
COC(=O)c1cc(NC(=O)c2cccc(N(C)C)c2)cc(C(=O)OC)c1 | 63
O=C(N/N=C/c1ccc(-c2cccc(C(F)(F)F)c2)o1)c1ccco1 | -14
COc1ccc(OC)c(C=NN2CCN(Cc3ccccc3Cl)CC2)c1 | 0
c1ccc(CC2=NNC(Cc3ccccc3)=NN2)cc1 | -8
O=C(C1CCCC1)N1CCN(c2ccc(F)cc2)CC1 | -24
O=C1/C(=C/c2cccc([N+](=O)[O-])c2)SC(=S)N1C1CCS(=O)(=O)C1 (centres undefined) | -13
Cc1ccc(-c2[nH]n3c(=O)c(C)c(C)nc3c2C)cc1 | 1
CCOc1ccc(/C=C/C(=O)c2ccc(F)cc2)cc1 | -10
Cc1ccc(/C=C2\SC(=S)N(c3ccc(F)cc3)C2=O)cc1 | -5
NS(=O)(=O)c1ccc(CNS(=O)(=O)c2ccc(Br)cc2)cc1 | -12
C/C(=N/NC(=O)COc1ccc(C)cc1)c1ccc([N+](=O)[O-])cc1 | -6
COCCOC(=O)c1ccc(NC(=O)C(C)Oc2ccc(Cl)cc2C)cc1 (centres undefined) | -6
O=C(C1=C(Nc2ccc(Br)cc2)CCCC1)C(F)(F)F | 0
O=C(NC(CO)(CO)CO)c1cccc(-c2ccc(O)cc2)c1 | -2
Cc1ccc(N(CC(=O)Nc2cccc(Br)c2)S(C)(=O)=O)cc1Cl | 9
CCC(=O)N(Cc1ccco1)C1CC(=O)N(c2ccccc2)C1=O (centres undefined) | 1
COc1ccc(/C=C/C(=O)c2ccc(Br)cc2)c(OC)c1 | -8
CCC(CC)NCc1ccccc1OC | -26
COc1cc(N2C(=O)NC(=O)/C(=C\c3cc(Br)c(O)c(OC)c3)C2=O)c(OC)cc1Cl | -11
CCCCNCCCCCCOc1ccccc1OC | -4
O=C(NC(NC(=S)Nc1ccc(Cl)c(Cl)c1)C(Cl)(Cl)Cl)c1ccccc1F (centres undefined) | 7
O=C(O)c1ccc(N2C(=O)c3cc(Cl)c(Cl)cc3C2=O)cc1 | -29
CCOC(=O)c1c(NC(=O)c2ccc(C)c([N+](=O)[O-])c2)sc(C(=O)Nc2ccccc2C(F)(F)F)c1C | -3
CCOc1ccc(C(=O)Nc2ccc3oc(-c4cccc(Cl)c4Cl)nc3c2)cc1[N+](=O)[O-] | 38
COc1ccc(NC(=O)c2cc(Br)ccc2I)cc1Cl | -11
CCn1cc(C(=O)NN)c(=O)c2cc(Br)ccc21 | 5
O=C(NCc1ccc(Cl)cc1Cl)C(=O)NC1CCCC1 | -22
O=C(O)C1C2C=CC(O2)C1C(=O)Nc1ccc(I)cc1 (centres undefined) | -8
COc1ccc(OC)c(N2C(=O)CC(Sc3nc4ccccc4s3)C2=O)c1 (centres undefined) | 6
COc1ccc2c(c1OC)C(=O)N(c1cccc(C)c1)C2=O | -1
Nc1ccc(-c2ccc(N3C(=O)c4cccc5c(C(=O)c6ccccc6)ccc(c45)C3=O)cc2)cc1 | -8
COc1cccc(/C=C2\N=C(c3ccccc3OC)OC2=O)c1 | 4
C=CCNC1=C(Cl)C(=O)N(c2cccc(Cl)c2Cl)C1=O | 3
CCc1c(C)c2ccc(OC(C)=O)c(C)c2oc1=O | -11

# (next part)
structure | DUSP3 inh
CC(=O)Oc1ccccc1/C=C1\C=C(c2ccc(C)cc2)OC1=O | -8
Cc1ccoc1C(=O)Nc1ccccc1C(=O)O | -21
Cc1ccc(N2CC(C(=O)Nc3c(C)cc(C)cc3C)CC2=O)cc1 (centres undefined) | -3
O=c1[nH]c(/C=C/c2cc([N+](=O)[O-])ccc2O)c([N+](=O)[O-])c(=O)[nH]1 | 2
COC(=O)C1=CN(Cc2ccc(OC)cc2)C=C(C(=O)OC)C1c1ccc(C)s1 | -3
CCN(CC)CCOc1nnc(-c2ccc(OC)cc2)c2ccccc12 | -17
C=CCC(C(=O)C(C)C)C(=O)C(C)(C)OC (centres undefined) | -3
COc1ccc(Br)cc1C(=O)Nc1ccc(OC(F)(F)F)cc1 | -8
CCOC(=O)c1c[nH]c2cc(C(=O)OC)ccc2c1=O | -2
NC(=O)c1c(-c2ccc(Cl)cc2)csc1N | 67*
Cc1cccc(NC(=O)c2c(Cl)cccc2Cl)n1 | 3
COc1cc(OC)c(OC)cc1CN1CCN(C(=O)c2ccc(-c3ccccc3)cc2)CC1 | 3
CN(C)CCCN1C(=O)CSC1c1ccc(Cl)c(Cl)c1 (centres undefined) | -17
Cc1cc(NS(=O)(=O)c2ccc(NC(=O)C(Cl)(Cl)Cl)cc2)nc(C)n1 | 4
COc1ccccc1N1CCN(/N=C/c2cc([N+](=O)[O-])ccc2Cl)CC1 | -17
CC(=O)Nc1ccc(C(=O)CSc2ncn(-c3ccccc3)n2)cc1 | -9
O=C1NCC(c2ccccc2)C1C(=O)N/N=C\c1cc(O)c(Br)cc1Br (centres undefined) | 7
OC(c1ccc(Br)cc1)C12CN3CN(CN(C3)C1)C2 (centres undefined) | -6
CCc1nnc(NS(=O)(=O)c2ccc(N=Cc3c(C)[nH]n(-c4ccc(C)cc4)c3=O)cc2)s1 | -14
Clc1ccc(OCCOCCN2CCCCC2)c2ccccc12 | -2

# Single values from the results shown:
# Entry for COc1cc(OC)c(OC)cc1CN1CCN(C(=O)c2ccc(-c3ccccc3)cc2)CC1 under DUSP3 inh: 3
# Entry for OC(c1ccc(Br)cc1)C12CN3CN(CN(C3)C1)C2 (centres undefined) under DUSP3 inh: -6

# The list goes on:
structure | DUSP3 inh
Cc1ccc(NC2CC(C)N(C(=O)c3cccc(F)c3)c3cc(C)ccc32)cc1 (centres undefined) | 8
Cc1ccc(NC(=O)CN(c2ccc(C)cc2)S(=O)(=O)c2ccc(F)cc2)cc1 | -15
Nc1ccc2nc(SCC(=O)NCCOc3ccc(Cl)cc3)sc2c1 | 25
CCc1ccc(NC2=C(Cl)C(=O)N(c3ccccc3Cl)C2=O)cc1 | 0
COc1ccc(OC)c(NC(=O)COc2ccc3ccccc3c2)c1 | 7
N#C/C(=C\c1ccc(-c2ccccc2[N+](=O)[O-])o1)C(=O)Nc1cccc(Br)c1 | 1
CC(=O)C1=C(O)C(=O)N(c2nc3ccccc3s2)C1c1cccc(F)c1 (centres undefined) | 9
COc1ccc(C(=O)N2N=C(c3ccc(Br)cc3)CC2(O)C(F)(F)F)cc1 (centres undefined) | 4
Nn1c(Nc2ccccc2)nc2ccccc21 | -17
Cc1cc(C)c(NC(=O)C(=O)NCC(C)O)c(C)c1 (centres undefined) | -8
COc1ccccc1OCCNC(=O)Nc1ccc(Br)cc1 | 11
COc1ccccc1N1C(=O)C2C3C=CC(O3)C2C1=O (centres undefined) | -1
CC1(C(=O)N/N=C/c2ccc3c(c2)OCO3)CC1(Br)Br (centres undefined) | -7
CCOC(=O)c1ccc(N=Cc2cccc(OC)c2O)cc1 | -1
COc1ccc(-c2cc(C(F)(F)F)n3nc(C(=O)NCc4ccccc4)cc3n2)cc1 | 4
CCOc1ccc(C2/C(=C(\O)c3ccc(C)cc3)C(=O)C(=O)N2CCCC(=O)O)cc1 (centres undefined) | -16
COc1ccccc1N1C(=O)c2ccc(C(=O)Nc3ccc(Sc4ccc([N+](=O)[O-])cc4)cc3)cc2C1=O | -2
CCOC(=O)C1=C(C)NC(=O)NC1c1ccc(F)c(Br)c1 (centres undefined) | -24
Cc1c(C(=O)O)cccc1-n1c(=O)c2cc3c(=O)n(-c4cccc(C(=O)O)c4C)c(=O)c3cc2c1=O | 3
O=C(O)CCCC(=O)Nc1ccc(C(=O)O)cc1 | -20
Cc1onc(-c2ccccc2Cl)c1C(=O)N1CCN(Cc2ccccc2)CC1 | -14
COC(=O)C1CC(=O)N(c2ccc(O)cc2)C1 (centres undefined) | -3
Cc1ccc(NC(=O)/C(C#N)=C\c2cc(Br)cc(Br)c2O)c(C)c1 | 7
